Bioassay records as filed in PubChem.
TbREL1 inh = TbREL1 inhibition, primary screen | TbREL1 RNA ligation, FRET fluorescence | 0.49% of 89,000 active | inhibition, % at 9.66 µM | AID 1117264;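 active means inhibition above the mean inhibition across all screened compounds plus 3 SD, cut at about 11% in these data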;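 further: 0% = plate median of test wells and 100% = NSC42067 control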
Target sequence (P86926 whole entry, looked up): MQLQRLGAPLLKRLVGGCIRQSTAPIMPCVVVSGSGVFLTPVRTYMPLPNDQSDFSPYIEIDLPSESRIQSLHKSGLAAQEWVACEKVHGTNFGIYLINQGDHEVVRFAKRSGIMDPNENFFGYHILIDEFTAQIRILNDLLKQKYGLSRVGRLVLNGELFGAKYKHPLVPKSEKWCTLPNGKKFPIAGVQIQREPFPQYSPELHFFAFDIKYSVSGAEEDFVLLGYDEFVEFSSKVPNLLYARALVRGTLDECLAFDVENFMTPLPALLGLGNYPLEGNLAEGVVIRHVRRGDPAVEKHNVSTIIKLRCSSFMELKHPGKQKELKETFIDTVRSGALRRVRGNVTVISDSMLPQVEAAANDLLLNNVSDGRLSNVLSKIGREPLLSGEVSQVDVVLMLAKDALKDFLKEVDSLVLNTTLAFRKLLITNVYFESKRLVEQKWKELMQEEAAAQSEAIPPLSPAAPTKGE
* hit, by the source's call.

molecule | TbREL1 inh
CC(Sc1nc2ncc(Cl)cc2[nH]1)C(=O)Nc1ccccc1[N+](=O)[O-] (stereo not given) | 0
CCOC(=O)Nc1sc2c(c1C#N)CCCC2 | 0
CCS(=O)(=O)c1ccc(O)c(NC(=O)COc2ccc(C)cc2)c1 | 0
N#Cc1ccc(-c2csc(NC(=O)c3cc(-c4cccs4)nc4ccccc34)n2)cc1 | 2
NC(=O)COC(=O)CCCc1c[nH]c2ccccc12 | -2
O=C1C=C(c2ccc(Cl)c(C(F)(F)F)c2)C[C@@H](c2ccc(Cl)cc2)C1 | 2
NC1(C#Cc2ccc3oc(=O)c(-n4cc(-c5ccsc5)nn4)cc3c2)CCCCC1 | -1
CCO[C@H]1OC(C(=O)N2CCN(Cc3ccccc3)CC2)=C[C@@H](C2CCCCC2)[C@@H]1CCCO | -3
CC(OC(=O)c1cccnc1SCc1cc(=O)n2ccccc2n1)c1ccccn1 (stereo not given) | -2
COC(=O)CCCC1=CC2=CC(=O)C(C)(OC(=O)c3cccs3)C(=O)C2=CN1CCN1CCOCC1 (stereo not given) | -4
CSc1cccc(NC(=O)C2(S(=O)(=O)c3ccc(C)cc3)CC2)c1 | 10
CCOCCCNC(=O)C(NC(=O)c1ccccn1)c1ccc(C)cc1 (stereo not given) | 3
Cc1ccc(C(=O)NCC(=O)OCC(=O)NCCNC(=O)COC(=O)CNC(=O)c2ccc(C)cc2)cc1 | 4
Cc1noc(C)c1CSCC(=O)Nc1nc2ccc(F)cc2s1 | -2
COc1ccc(CN(Cc2ccc(C(=O)O)cc2)C(=S)Nc2cc(C)cc(C)c2)cc1OC | -1
COc1ccc(C(=O)OCC(=O)N2CCCCCC2)cc1S(=O)(=O)N1CCOCC1 | -2
CN1N=C(C(=O)N2CCCC(C(=O)c3cccc(C(F)(F)F)c3)C2)CCC1=O (stereo not given) | -4
Cc1[nH]nc2c1C(c1ccc(F)cc1)C1=C(CC(C)(C)CC1=O)N2 (stereo not given) | -1
COCCn1c(SCC(=O)Nc2ccccc2OC)nc2c([nH]c3ccccc32)c1=O | 3
O=c1[nH]c(CN2CCN(c3ccc([N+](=O)[O-])cc3)CC2)nc2ccsc12 | -4
O=C(/C=C/c1ccco1)Nc1ccc(C(=O)N2CCOCC2)cc1 | 2
N#Cc1ccccc1NC(=O)COC(=O)c1ccc2c(c1)OCO2 | 1
Cc1nc(CN(C)Cc2nc(Cc3ccccc3Cl)no2)cs1 | -1
Cc1ccc(S(=O)(=O)NCc2ccc(C(=O)NCCCN3CCN(C)CC3)cc2)cc1 | 4
Cc1noc(C)c1S(=O)(=O)Nc1ccc2c(c1)C(=O)N([C@H](C)CO)C[C@H](C)[C@@H](CN(C)Cc1ccc(C(=O)O)cc1)O2 | 0
C=CCOC(=O)C1=C[C@@H](c2ccc(C(F)(F)F)cc2)C[C@@H](OCc2ccc(CO)cc2)O1 | -2
CC(c1ccccc1)N1CC(C(=O)N2CCN(Cc3ccc(C#N)cc3)CC2)CC1=O (stereo not given) | 0
Cc1cccc(C)c1NC(=O)CNC(=O)c1c(-c2ccccc2)noc1C | 8
Cc1ccc(C(C)C)c(OCC(=O)NNC(=O)C2CSC3(C)CCC(=O)N23)c1 (stereo not given) | -2
Cc1nc(N2CCOCC2)[nH]c(=O)c1[N+](=O)[O-] | -3
Cn1nnc(NC(=S)NC(=O)c2ccccc2)n1 | 3
COc1ccc(CCNC(=O)COC(=O)Cn2cnc3c2c(=O)n(C)c(=O)n3C)cc1 | 0
O=C1C(Cc2ccccc2)C(c2ccccc2)N1c1ccccc1 (stereo not given) | 3
CCOC(=O)N1CCN(C(=O)CNS(=O)(=O)c2c(C)cc(C)cc2C)CC1 | 1
O=C(O)c1ccc(Cn2cnc3scc(-c4ccccc4)c3c2=O)cc1 | 4
CSc1nc2sc3c(c2c(=O)[nH]1)CCC(C)C3 (stereo not given) | 4
O=C(CC1CCCC1)N[C@@H](Cc1cccnc1)C(=O)N1CCC[C@H]1C(=O)NCCc1ccccc1Cl | -1
NC(=NC(=O)/C=C/c1ccccc1Br)N(CC#Cc1ccccc1)CC#Cc1ccccc1 | 1
COCCCNC(=O)C[C@H]1C[C@H](C(=O)N2CCOCC2)[C@@]2(CCC3CCCC3)c3[nH]c4cc(-c5ccco5)ccc4c3CCN2C1=O | -3
Cc1cc(NC(=O)COC(=O)c2cc(S(=O)(=O)N(C)C)ccc2Cl)no1 | 1
COc1ccc(OC)c(S(=O)(=O)N(CCc2ccc(OC)c(OC)c2)Cc2cccs2)c1 | 2
CCc1cccc(NS(=O)(=O)c2c(C)n[nH]c2C)c1 | 1
CC(C)C[C@@H](CN1CCC[C@@H]1CN1C(=O)C(=O)NC[C@@H]1Cc1ccccc1)N1C[C@H](Cc2ccc(O)cc2)N(CC2CCCCC2)C(=O)C1=O | -1
COCCCNC(=O)C1CC(=O)N(c2ccc(C)cc2)C1 (stereo not given) | -1
CC(C)(C)OC(=O)C[C@@H]1C/C=C\C[C@H](CC(=O)N(CCO)Cc2ccccc2)C(=O)N[C@H](Cc2ccccc2)COC1=O | -3
Cc1ccc(-c2nc(CSCC(=O)N3CCN(C(=O)c4ccco4)CC3)c(C)o2)cc1 | -3
CC(OC(=O)c1cc(=O)[nH]c2ccccc12)C(=O)NC1CCCCC1C (stereo not given) | -2
C[C@@H]1C=CCCO[C@]12C(=O)Nc1ccccc12 | 0
CCN(CC(=O)Nc1ccc(OC)cc1)CC(=O)Nc1cccc(S(=O)(=O)N2CCOCC2)c1 | 1
Cc1nc(Nc2ccc(Cl)c(Cl)c2)sc1C(/C=C/c1ccc2c(c1)OCO2)=NNc1ccc([N+](=O)[O-])cc1[N+](=O)[O-] | 5
C/C(=N\S(=O)(=O)c1ccc(C)cc1)N(C)C | 8
COC(=O)C1=NNC2(c3ccc(C)cc3)C(=O)N(c3ccc(C)cc3)C(=O)C12 (stereo not given) | 5
NS(=O)(=O)c1ccc(N/N=C/c2ccc(C(=O)O)cc2)c([N+](=O)[O-])c1 | 2
COc1ccc(N2C(=O)c3cccc4cccc(c34)C2=O)nn1 | 4
CC(C1CCN(Cc2nc(C3CC3)no2)CC1)N1CCOCC1 (stereo not given) | -4
O=C(CN(C(=O)CNS(=O)(=O)c1ccccc1)C1CCCC1)NCc1ccco1 | -1
O=C(c1ccc2ccccc2c1)N1CCN(c2ccccc2)CC1 | -2
O=c1c2ccccc2oc2cc(-c3ccc4[nH]ccc4c3)ccc12 | 2
COc1cccc2cc(C(=O)Nc3ccccc3Cl)/c(=N/NS(=O)(=O)c3ccccc3)oc12 | 1
NC(=O)C1(NC(=O)[C@@H]2CC3(CC(c4cccc(NC(=O)[C@@H]5CCC(=O)N5)c4)=NO3)CN2C(=O)Cc2ccc(C(F)(F)F)cc2)CC1 (stereo not given in full) | -1

(next part)
mol,TbREL1 inh
CCCC(C)NC(=O)CN1C(=O)NC2(CCc3ccccc32)C1=O (stereo not given),-1
CCCC1CCC2(CCCN2CCOC(=S)Nc2ccccc2OC)CC1 (stereo not given),1
Cc1ccccc1NC(=O)CSc1nnnn1C,0
COc1cccc(OCc2nnc(SCC(=O)OC3CCCCC3)n2C)c1,-1
COc1ccc(CNC(=O)CC23CC4CC(CC(C4)C2)C3)cc1,0
CS(=O)(=O)c1ccc2nnn(OCC(=O)Nc3cccc(C#N)c3)c2c1,3
Cc1ccc(Nc2nnc(SCC(=O)NC(Cc3c[nH]c4ccccc34)C(=O)O)s2)cc1 (stereo not given),-5
COc1ccccc1NC(=O)CS(=O)(=O)c1cn(CC(=O)N2CCOCC2)c2ccccc12,-1

Looked up by structure from above (4):
mol,TbREL1 inh
COCCCNC(=O)C1CC(=O)N(c2ccc(C)cc2)C1 (stereo not given),-1
COc1ccc(C(=O)OCC(=O)N2CCCCCC2)cc1S(=O)(=O)N1CCOCC1,-2
COc1ccc(CNC(=O)CC23CC4CC(CC(C4)C2)C3)cc1,0
CS(=O)(=O)c1ccc2nnn(OCC(=O)Nc3cccc(C#N)c3)c2c1,3

The list goes on.
mol,TbREL1 inh
O=C(CCN1C(=O)C2CC=C(Cl)CC2C1=O)NCc1ccco1 (stereo not given),0
COc1cc(NC(=O)CCc2c(C)noc2C)c(C(=O)O)cc1OC,1
Cc1nc(Sc2nnnn2-c2ccccc2)c(C#N)c(C)c1C,4
CC1CCCC(NC(=O)COC(=O)c2cc(S(=O)(=O)N3CCCCC3)ccc2N2CCOCC2)C1C (stereo not given),3
CC(=O)Nc1ccc(C2Nc3cc(C)c(C)cc3NC3=C2C(=O)CC(C)(C)C3)cc1 (stereo not given),-6
O=S(=O)(c1ccccc1)N1CCN(c2cccc(Cl)c2)CC1,2
Brc1ccc(OCc2ccccc2)c(CNCC2CCCO2)c1 (stereo not given),7
N=c1c2c(ccn1CCCCc1ccccc1)Oc1ccc3ccccc3c1C2c1ccccc1 (stereo not given),6
O=C(COc1ccccc1Br)NC1CC1,4
COc1ccc(N2C(=O)/C(=C/c3cccnc3)NC2=S)cc1,4
CC(C)OCCCNC(=O)c1ccc(C2SCC(=O)N2Cc2ccco2)cc1 (stereo not given),-1
CCN(CC)c1ccc(C=C2C(=O)OC(C)(C(C)(C)C)OC2=O)cc1 (stereo not given),3
COc1ccc([C@H]2C[C@H](O)[C@@H](n3cc(C4CC4)nn3)CN2C(=O)c2cccs2)cc1,0
CC(C)CCNc1nc(N)c([N+](=O)[O-])c(NCC2CCCO2)n1 (stereo not given),4
CC(C)Sc1ncnc2c1oc1ccccc12,2
Cc1nc(NCc2cccnc2)c2c3c(sc2n1)CCCC3,-1
CC(C)(C)OC(=O)NCCCC[C@H](NC(=O)c1nc[nH]c1C(=O)N1CCN(c2ccccc2)CC1)C(=O)OC(C)(C)C,-2
Cc1ccccc1S(=O)(=O)Cc1ccc(C(=O)NC(C)c2ccc3c(c2)OCCO3)o1 (stereo not given),3
COc1ccc(N)cc1-n1cnnn1,0
O=C(NN1CCOCC1)c1ccco1,2
Cn1c(=S)[nH]c2cccnc21,-3
CC12CS(=O)(=O)CC1SC(=S)N2c1ccccn1 (stereo not given),2
CSc1ccc(CN(C)C(=O)c2cccc(S(=O)(=O)NCc3ccccc3)c2)cc1,0
O=C(O)CC1C(=O)NCCN1Cc1ccc(F)c(F)c1 (stereo not given),1
C/C=C/c1ccc(OCCCNC)c(OC)c1,3
COc1cc(/C=N/NC(=O)Nc2ccccc2)ccc1OCCOc1ccccc1C,2
CCOC(=O)Cc1csc(/N=C/c2c(O)n(-c3ccc(C)cc3C)c(=O)c3ccccc23)n1,-4
Cc1ccc(NC(=O)CN(C)Cc2nc3ccccc3c(=O)[nH]2)c(Br)c1,1
COc1ccc(NS(=O)(=O)c2cc(NC(=O)C3CCCCC3)ccc2N2CCOCC2)cc1,-2
COc1ccc(CCNC(=O)c2[nH]c(C)c(C(C)=O)c2C)cc1,0
CNS(=O)(=O)c1cnccc1N1CCN(c2cccc(C)c2)CC1,-2
CC1CCCCN1C(=O)c1ccc(C(=O)Nc2ccc(F)cc2)cc1 (stereo not given),0
CCc1ccc(NC(=O)NC2CCCCCCC2)cc1,7
COc1ccc(N(C)S(=O)(=O)c2cccc(C(=O)Nc3nnc(C4CC4)s3)c2)cc1,2
O=S(=O)(Cc1ccccc1)N1CCCCCC1,9
Cc1cc(C(=O)CSc2nnc(-c3ccccc3)o2)c(C)n1CC1COc2ccccc2O1 (stereo not given),0
COc1ccc(NC(=O)Cc2cccc(F)c2)cc1S(=O)(=O)Nc1ccccc1Cl,0
CCc1cccc(NC(=O)NC2CCCCC2)c1,-2
O=C(NCCc1ccc(Cl)cc1)c1cc(=O)[nH]c2ccccc12,0
Cc1ccc(C(=O)COC(=O)CCCC(=O)Nc2cc(C(F)(F)F)ccc2Cl)cc1C,-1
CCCSc1nnc(-c2cccc(S(=O)(=O)N(C)C)c2)n1-c1cc(OC)ccc1OC,-1
CN(C)S(=O)(=O)Oc1ccsc1C(=O)Nc1ccc(Cl)cc1,0
O=C(COC(=O)CSc1ccc([N+](=O)[O-])cc1)NCCC1=CCCCC1,-3
CCOC(=O)c1c(NC(=O)C2CCN(S(=O)(=O)c3ccc(Cl)cc3)CC2)sc2c1CCCC2,3
C/C(=N\NC(N)=O)c1ccc(Cl)s1,0
COc1cc(S(=O)(=O)N2CCN(c3ccccn3)CC2)ccc1Br,-2
CCN(CC)S(=O)(=O)c1ccc2c(c1)c(=O)c(C(=O)N1CCOCC1)cn2C,-1
CCN(CC)c1cc(C)c2cc(NC(=O)c3ccc(Br)o3)ccc2n1,3
COCCN(C(=O)CNC(=O)c1ccco1)C(C(=O)NC1CCCC1)c1ccc(F)cc1 (stereo not given),-1
C[C@H](CO)N1C[C@H](C)[C@@H](CN(C)C(=O)Nc2ccc(C(F)(F)F)cc2)Oc2ccc(NS(=O)(=O)c3ccccc3)cc2C1=O,-2
Cc1cc(C)cc(N(CC(=O)N2CCOCC2)S(=O)(=O)c2ccccc2)c1,-1
CCOC(=O)C1CCN(C(=O)COc2ccc(Br)cc2Br)CC1,-3

Among those listed so far, 7 have a COOH group.
mol,TbREL1 inh
COc1ccc(CN(Cc2ccc(C(=O)O)cc2)C(=S)Nc2cc(C)cc(C)c2)cc1OC,-1
Cc1noc(C)c1S(=O)(=O)Nc1ccc2c(c1)C(=O)N([C@H](C)CO)C[C@H](C)[C@@H](CN(C)Cc1ccc(C(=O)O)cc1)O2,0
O=C(O)c1ccc(Cn2cnc3scc(-c4ccccc4)c3c2=O)cc1,4
NS(=O)(=O)c1ccc(N/N=C/c2ccc(C(=O)O)cc2)c([N+](=O)[O-])c1,2
Cc1ccc(Nc2nnc(SCC(=O)NC(Cc3c[nH]c4ccccc34)C(=O)O)s2)cc1 (stereo not given),-5
COc1cc(NC(=O)CCc2c(C)noc2C)c(C(=O)O)cc1OC,1
O=C(O)CC1C(=O)NCCN1Cc1ccc(F)c(F)c1 (stereo not given),1

This is a subset; the hit share may differ from the screen's.
